# tim10-1 inh = tim10-1 yeast growth inhibition | S. cerevisiae tim10-1 ts strain growth, BacTiter-Glo, 24 h | inhibition, % at 20 µM | 2.2% of 330,000 active | AID 463190;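 active = inhibition of at least 40%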;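 also: mutant grown at 25 °C; 0% = DMSO wells with yeast and 100% = wells holding no yeast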
# hIAP inh = human IAP inhibition; P09923; purified IAP, CDP-Star luminescence, 30 min; inhibition, % at 10 µM; 0.12% of 330,000 active; AID 2544;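 active = inhibition reaching a set limit with compound at 10 µM in the primary screen, cut at about 35% in these data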;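 also: plate controls were DMSO wells with enzyme for no effect and no-enzyme buffer wells for full effect; values of inactives mirror those of a sister screen read the other way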
# Target sequence (P09923 whole entry, looked up): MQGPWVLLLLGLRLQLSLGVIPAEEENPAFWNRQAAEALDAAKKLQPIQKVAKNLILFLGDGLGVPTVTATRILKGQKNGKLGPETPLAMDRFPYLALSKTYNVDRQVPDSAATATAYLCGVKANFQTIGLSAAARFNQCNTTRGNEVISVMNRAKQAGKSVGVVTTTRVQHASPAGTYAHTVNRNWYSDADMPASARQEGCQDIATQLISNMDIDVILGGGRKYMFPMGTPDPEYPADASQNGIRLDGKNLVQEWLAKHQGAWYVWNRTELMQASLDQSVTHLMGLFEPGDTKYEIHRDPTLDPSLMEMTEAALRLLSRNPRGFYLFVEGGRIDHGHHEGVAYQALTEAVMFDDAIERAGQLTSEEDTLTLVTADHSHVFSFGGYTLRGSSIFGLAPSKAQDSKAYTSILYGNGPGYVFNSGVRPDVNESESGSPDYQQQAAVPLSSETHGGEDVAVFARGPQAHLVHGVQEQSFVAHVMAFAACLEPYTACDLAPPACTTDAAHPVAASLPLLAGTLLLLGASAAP
# mIAP inh = blocks mouse intestinal alkaline phosphatase; purified mouse IAP, CDP-Star luminescence, 30 min; inhibition, % at 10 µM; 0.2% of 330,000 active; AID 2806;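 active = inhibition of at least 40% at 10 µM in the primary screen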;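 also: plate controls were DMSO with enzyme for no effect and no enzyme wells for full effect; values of inactives mirror those of a sister screen read the other way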
# hIAP activ = human IAP activation. P09923. purified human IAP, CDP-Star luminescence, 30 min; hits give high values; 1 = vehicle-only enzyme, 0 = enzyme-free background. activation factor at 10 µM. 0.16% of 330,000 active;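 active = activation factor of the enzyme at least 2-fold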; also: the source names both 10 and 20 µM as test concentration; values of inactives mirror those of a sister screen read the other way
# ATG4B inh = inhibitors of human ATG4B cysteine protease; Q9Y4P1; ATG4B cleavage of LC3-PLA2, NBD-HPC fluorescence, 1 h; inhibition, % at 8.33 µM; 0.51% of 340,000 active; in the data active = inhibition above about 40%
# Target sequence (Q9Y4P1 whole entry, looked up): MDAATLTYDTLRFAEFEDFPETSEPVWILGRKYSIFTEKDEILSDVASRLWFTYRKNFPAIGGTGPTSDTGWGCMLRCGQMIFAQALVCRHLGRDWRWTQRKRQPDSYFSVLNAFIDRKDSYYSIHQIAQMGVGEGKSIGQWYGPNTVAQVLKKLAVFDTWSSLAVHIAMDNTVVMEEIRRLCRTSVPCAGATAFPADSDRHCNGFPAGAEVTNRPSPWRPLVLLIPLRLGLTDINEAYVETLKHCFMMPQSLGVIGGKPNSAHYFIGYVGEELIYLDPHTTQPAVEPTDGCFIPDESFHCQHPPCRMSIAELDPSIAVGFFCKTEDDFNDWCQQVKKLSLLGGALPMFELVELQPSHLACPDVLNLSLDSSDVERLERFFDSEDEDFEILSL
# mIAP activ = increases mouse intestinal alkaline phosphatase activity. muIAP, CDP-Star luminescence, 30 min; hits give high values; 1 = vehicle-only enzyme signal, 0 = enzyme-free wells. activation factor at 10 µM. 0.24% of 330,000 active;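 active = activation factor of at least 2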; also: the source names both 10 and 20 µM as test concentration; values of inactives mirror those of a sister screen read the other way
#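 Assay system: mouse IAP enzyme / Compound: DMSO-dissolved test compounds / Timing: 30 min, room temperature / Measured by: luminescence from enzymatic CDP-Star hydrolysis / Control set: DMSO-only wells, enzyme-free buffer wells as negative control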
# NLRP3 yeast inh = inhibitors of NALP3 inflammasome in yeast. Yeast reconstituted NLRP3/ASC/caspase-1, beta-gal luminescence, 24 h. inhibition, % at 10 µM. 0.39% of 330,000 active;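 active = inhibition of 50% or more; inactive = inhibition below 50%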;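 also: plate controls were induced DMSO wells for no effect and uninduced yeast grown without galactose for full effect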
# TIM10 inh = TIM10 yeast growth inhibition. AID 463195. S. cerevisiae TIM10 strain growth, BacTiter-Glo luminescence, 24 h. inhibition, % at 10 µM. 1.4% of 330,000 active;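 active = inhibition of 40% or more at the single tested concentration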;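 also: wild-type TIM10 isogenic control strain grown at permissive 25 °C; 0% = DMSO yeast wells and 100% = minimal medium wells without yeast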
# Apaf-1 inh = human Apaf-1 inhibition. reconstituted apoptosome caspase-3 activity, DEVD-Rh110 fluorescence. inhibition, % at 20 µM. 0.71% of 330,000 active. AID 489030; active = inhibition of at least 40% at 20 µM;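 also: plate controls were DMSO wells for no effect and DEVD-CHO caspase inhibitor wells for full effect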
#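 Material: biochemical Apaf-1 apoptosome reconstitution. Medium: Hepes buffer, pH 7.5. Also added: cytochrome c activation, bis-DEVD rhodamine 110 substrate. Timing: 30 min compound preincubation, 50 min activation, room temperature. Measured by: rhodamine 110 fluorescence at Ex 480/Em 540 nm.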
# Numbers without * were called inactive.
Compound	tim10-1 inh	hIAP inh	mIAP inh	hIAP activ	ATG4B inh	mIAP activ	NLRP3 yeast inh	TIM10 inh	Apaf-1 inh
Cc1ccc(C(=O)OCC(=O)NCc2cccs2)cc1S(=O)(=O)N1CCOCC1	17	8	8	0.92	-19	0.92	-5	-5	-9
Cc1ccc(NC(=O)Cn2cnc3c(nnn3Cc3ccc(F)cc3)c2=O)cc1	7	10	5	0.9	4	0.95	-5	-2	-19
CC1(C)C(=O)Nc2ccccc2N1C(=O)c1ccc([N+](=O)[O-])cc1	16	-16	-8	1.2	-3	1.1	19	2	13
Cc1cccc(N(Cc2ccccc2)C(=O)c2ccc(CS(C)(=O)=O)cc2)c1	8	-14	6	1.1	0	0.94	2	4	-2
Cc1ccc(C(=O)N2CCN(c3ccc(NC(=O)c4ccc5c(c4)OCCO5)cc3)CC2)cc1	1	-2	-5	1	2	1	29	-7	30
Cc1cc(C)n(-c2ccc(C(=O)OCC(=O)c3c(N)n(C)c(=O)n(C)c3=O)cc2)n1	17	-10	-3	1.1	-17	1	16	9	15
COc1ccc(S(=O)(=O)NCC(=O)N(CC(=O)NCC2CCCO2)c2cc(C)ccc2C)cc1 (centres undefined)	13	-7	2	1.1	-5	0.98	18	6	-2
O=C(NCCc1ccccc1)C1CCC(CNS(=O)(=O)c2ccccc2)CC1 (centres undefined)	7	-23	-4	1.2	2	1	18	4	-5
O=C(c1ccco1)N1CCC(c2nc3ccccc3[nH]2)CC1	8	6	3	0.94	2	0.97	11	1	6
COc1cccc(-c2cc(C(F)(F)F)nc(-n3ccc([N+](=O)[O-])n3)n2)c1	16	9	3	0.91	-5	0.97	23	2	-3
Cc1cc2c(cc1C)C(c1cccc(F)c1)CC(=O)N2 (centres undefined)	22	10	-4	0.91	-1	1	-12	28	9
COc1ccc(C(=O)Nc2ccc(S(=O)(=O)N3CCOCC3)cc2)cc1[N+](=O)[O-]	3	11	13	0.89	-10	0.87	19	-4	-1
OCCC1CN(Cc2ccc(C(F)(F)F)cc2)CCN1Cc1ccccc1 (centres undefined)	-9	-3	-7	1	-5	1.1	22	-10	3
CCn1ncc(C2=NOC(C(=O)Nc3c(C)n(C)n(-c4ccccc4)c3=O)C2)c1C (centres undefined)	3	-1	-2	1	-5	1	-9	-1	-8
CSC1=NCCN1C(=O)c1ccc(S(=O)(=O)N(C)C)cc1	-7	-3	5	1	-4	0.95	7	5	-5
Cc1cccc2c1NC(=O)C2(O)N1CCCC(C)C1 (centres undefined)	15	6	-12	0.94	-7	1.1	-1	8	5
COC(=O)c1[nH]c2ccc(C)cc2c1NC(=O)C(C)N1CCN(C2CCCCC2)CC1 (centres undefined)	13	4	-3	0.96	-1	1	10	13	-2
CCN(CC(=O)Nc1c(F)cccc1F)C(=O)CCc1c[nH]c2ccccc12	10	-6	-15	1.1	-1	1.2	7	0	5
CCCC(=O)Nc1cc(Cl)ccc1N1CCN(C(=O)CC)CC1	19	5	-4	0.95	-4	1	19	14	-21
O=C(NNC(=O)c1ccc(Oc2cc(Cl)cc(Cl)c2)o1)c1ccccc1	12	-10	-5	1.1	0	1.1	20	-4	-3
O=c1[nH]c(CN2CCN(CCO)CC2)nc2ccccc12	14	-23	-3	1.2	2	1	2	0	4
O=C(c1cc(F)c(F)cc1Cl)N1CCCCC1	17	11	-6	0.89	-2	1.1	7	-9	9
CC(C)c1cccc(C(C)C)c1OC(=O)[C@H]1OC(c2ccc(Br)cc2)=C[C@@H]1c1ccc(Br)cc1	10	-2	11	1	3	0.89	7	8	13
COC(CN(C)C(C(=O)NC1CCCCC1)c1ccccc1)OC (centres undefined)	37	-30	-10	1.3	-4	1.1	0	-3	2
O=C(O)c1ccc(NC(=S)NC(=O)c2cccnc2)cc1	4	14	-11	0.86	-6	1.1	5	-3	5
COc1ccc(-c2cc3ccccc3n2CC(O)CNCCO)cc1 (centres undefined)	12	-2	4	1	3	0.95	8	2	10
CCOC(=O)C1C2C=CC3(CN(Cc4cccs4)C(=O)C13)O2 (centres undefined)	5	0	6	0.99	5	0.94	1	11	-5
CS(=O)(=O)N(CC(=O)NCCSCc1c(F)cccc1Cl)c1ccc2c(c1)OCO2	22	-10	-5	1.1	1	1	11	-9	7
COc1ccc(NC2CCCN(C(=O)c3ccc(C)c(N4CCNC4=O)c3)C2)cc1 (centres undefined)	3	-4	8	1	0	0.92	6	4	1
Cc1cc(N2CCN(S(=O)(=O)c3ccc(Cl)cc3)CC2)c2ccccc2n1	-11	-7	-4	1.1	-33	1	18	16	19

# Whole records from above:
# Results for CCOC(=O)C1C2C=CC3(CN(Cc4cccs4)C(=O)C13)O2 (centres undefined) : tim10-1 inh: 5; hIAP inh: 0; mIAP inh: 6; hIAP activ: 0.99; ATG4B inh: 5; mIAP activ: 0.94; NLRP3 yeast inh: 1; TIM10 inh: 11; Apaf-1 inh: -5
# Results for CCCC(=O)Nc1cc(Cl)ccc1N1CCN(C(=O)CC)CC1 : tim10-1 inh: 19; hIAP inh: 5; mIAP inh: -4; hIAP activ: 0.95; ATG4B inh: -4; mIAP activ: 1; NLRP3 yeast inh: 19; TIM10 inh: 14; Apaf-1 inh: -21

# Further compounds
Compound	tim10-1 inh	hIAP inh	mIAP inh	hIAP activ	ATG4B inh	mIAP activ	NLRP3 yeast inh	TIM10 inh	Apaf-1 inh
CCOC(=O)CSc1n[nH]c(=S)s1	1	-18	1	1.2	-4	0.99	28	-1	-3
COc1ccc(-n2ncc3c(=O)n(CC(=O)N4c5ccccc5CC4C)cnc32)cc1 (centres undefined)	0	-7	-1	1.1	-14	1	14	7	19
O=C(CNc1ccccc1N1CCCC1=O)Nc1cc(Cl)ccc1-n1cncn1	-6	6	1	0.94	-3	0.99	9	-7	4
Cc1nc2ccccc2n1C(=O)N1CCOCC1	-4	-12	3	1.1	-2	0.97	-6	-15	1
CCN(C(=O)CN1C(=O)/C(=C/c2ccccc2F)SC1=S)C1CCS(=O)(=O)C1 (centres undefined)	-5	-37	6	1.4	-9	0.94	18	-4	5
O=C(NCc1ccco1)/C(=C\c1cccc([N+](=O)[O-])c1)NC(=O)c1ccco1	20	26	0	0.74	-8	1	1	5	-6
CCC(=NCc1ccc(Cl)c(Cl)c1)c1nc(-c2ccco2)oc1O	38	-2	-2	1	6	1	20	2	20
NC(=S)Nn1c(CCC(=O)O)ccc1-c1ccccc1	10	-1	-1	1	2	1	8	2	7
CCOc1nc(N=C(N)N)nc2c(C)cccc12	-10	9	10	0.91	1	0.9	9	-8	0
COc1ccc(CNC(=O)CSc2nnc(C3CC3)n2C2CC2)cc1	-9	10	-9	0.9	-6	1.1	21	4	-10
Cc1cc(C)cc(NC(=O)CCCSc2nc3ccccc3[nH]2)c1	4	-10	-5	1.1	31	1	3	0	-3
Cn1cccc1/C=N/NC(=O)c1cccc(OC(F)(F)C(F)F)c1	14	0	-4	1	3	1	1	6	4
CC(C)(C)NC(=O)CSc1nsc(SCC(=O)NC(C)(C)C)c1C#N	12	8	2	0.92	-2	0.98	16	-25	-4
Cc1cc(=O)oc2cc(OCC(=O)NCC3CCCO3)ccc12 (centres undefined)	4	8	-12	0.92	2	1.1	-6	2	-14
COC(/C=C/Nc1ccc(C)c(C)c1)=C(C#N)C#N	-11	5	7	0.95	-2	0.93	12	0	0
CCCn1nc2cc(C(=O)NCCc3cccs3)ccc2c1OCC	-14	16	4	0.84	-2	0.96	6	-24	-2
Clc1ccc(-c2noc(CN3CCN(c4ccccc4)CC3)n2)cc1	12	-4	-8	1	-9	1.1	16	-3	19
Cc1nnc(NC(=O)CCn2c(=O)oc3ccccc32)s1	15	9	6	0.91	0	0.94	26	-24	-1
COc1ccccc1-n1cnnc1SCC(=O)NC1CCCC1	-7	5	-12	0.95	-1	1.1	7	-3	-3
CCCCn1c(NCc2ccncc2)nc2ccccc21	7	-13	-3	1.1	-1	1	5	-11	-6
CCN(C(=O)CSc1nnc(-c2ccccc2Br)o1)C1CCS(=O)(=O)C1 (centres undefined)	7	-25	-15	1.2	7	1.1	-3	-6	5
COc1ccc(N(C(=O)CNC(=O)c2ccco2)C(C(=O)NC2CCCC2)c2ccco2)cc1 (centres undefined)	2	-3	8	1	-3	0.92	8	14	4
Nc1nnn(CC(=O)N/N=C/c2ccccc2Cl)n1	-20	-8	-9	1.1	-7	1.1	14	-16	-9
O=C(Cc1cccc(C(F)(F)F)c1)N1CCCC1	4	3	-1	0.97	-1	1	-14	-8	-2
COc1cc(OC)cc(C(=O)N2CCN(Cc3cccc(F)c3)CC2)c1	38	0	4	1	-8	0.96	-14	-9	7
CCN(CC)S(=O)(=O)c1ccc2[nH]c(=O)cc(C(=O)NCC(c3ccco3)N3CCCC3)c2c1 (centres undefined)	2	-6	8	1.1	-13	0.92	5	11	0
COc1ccccc1C1C(C(C)=O)=C(O)C(=O)N1c1ccc(O)cc1 (centres undefined)	2	0	-6	1	8	1.1	-4	-6	8
O=C(CCNS(=O)(=O)c1ccc(OC(F)(F)F)cc1)NC1CC1	15	-16	-10	1.2	0	1.1	18	3	6
O=C(Cn1c(=O)n(-c2cccc(Cl)c2)c(=O)n1CC(=O)N1CCCCC1)N1CCCCC1	6	6	2	0.94	6	0.98	3	8	-5
CCOc1ccc2oc(C(=O)NCC(c3ccco3)N(C)C)c(C)c2c1 (centres undefined)	10	9	-1	0.91	3	1	22	1	7
Cc1cccc(-c2c(NC(=O)c3ccco3)oc3ccc(Cl)cc3c2=O)c1	7	21	7	0.79	1	0.93	0	0	8
CCc1ccc(-c2cc(C)no2)cc1S(=O)(=O)Nc1cccc(CN2CCCC2)c1	-1	0	3	1	8	0.97	21	4	11
CN1CCC=C(C(=O)N2c3ccccc3Sc3ccc(Cl)cc32)C1	-2	-10	-8	1.1	5	1.1	12	6	16
COc1ccc(Oc2cc(C(F)(F)F)cnc2C(N)=O)cc1	-4	14	-4	0.86	-2	1	14	6	-5
O=S1(=O)N=C(N2CCOCC2)c2ccccc21	-6	-34	2	1.3	3	0.98	9	-6	-4
Cc1cccc(S(=O)(=O)c2c(N)n(/N=C/c3ccco3)c3nc4ccccc4nc23)c1	28	11	19	0.89	-27	0.81	1	17	-17
CN(C)c1ccc(C2OC(=O)C(C)(C)C(=O)C2(C)C)cc1 (centres undefined)	4	-20	-7	1.2	-6	1.1	10	1	-7
Brc1ccc(-c2noc(-c3ccccn3)n2)o1	5	7	7	0.93	0	0.93	22	14	1
CCOC(=O)c1cnn(C)c1NC(=O)c1ccc([N+](=O)[O-])cc1	-5	3	5	0.97	2	0.95	2	13	1
Cc1ccc(NC(=O)CCC(=O)NNC(=S)Nc2ccccc2)c(C)c1	20	-106	-8	2.1*	8	1.1	1	11	24
O=C(Nc1ccc(F)cc1)C(NC1CCCCC1)c1ccccc1 (centres undefined)	22	0	-5	1	-11	1	13	17	-4
Cc1ccc(CNC(=O)CNC(=O)[C@@H]2Cc3ccccc3CN2C(=O)OC(C)(C)C)cc1	30	-21	3	1.2	1	0.97	7	6	4
NC1=NN=C(N2N=C(c3ccco3)CC2(O)C(F)(F)F)n2ncnc2C1 (centres undefined)	10	-153	35	2.5*	-4	0.65	19	13	-10
CCn1ncc(S(=O)(=O)N2CCN(c3cccc(OC)c3)CC2)c1C	11	-13	12	1.1	8	0.88	8	4	2

# Screening data (PubChem BioAssay)
